M. tuberculosis GlmU: inhibition of mycobacterial GlmU enzyme – biochemical, glucosamine-1-phosphate acetyltransferase (AID 1376) | M. tuberculosis GlmU acetyltransferase enzyme assay; higher % means a stronger effect | actives 0.25% (n = 220,000) | one-dose inhibition, %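 (tested at 30 µM in the primary screen)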; IC50 in µM for titrated hits; in the data active = inhibition above about 13%;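 also: 0% = complete reaction with vehicle and 100% = reaction without substrate; strong numbers were not always called active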
Mtb RmlCD inh: M. tuberculosis RmlC/RmlD inhibition; P9WH09+P9WH11; RmlC+RmlD coupled enzyme assay, percent inhibition; primary screen in compound mixtures; inhibition, % at 3.6 µM; actives 0.03% (n = 160,000); in the data active = inhibition mostly above about 34%, no sharp cut-off; also: some results filed as inactive read as strong as hits
Target sequence (P9WH09 whole entry, looked up): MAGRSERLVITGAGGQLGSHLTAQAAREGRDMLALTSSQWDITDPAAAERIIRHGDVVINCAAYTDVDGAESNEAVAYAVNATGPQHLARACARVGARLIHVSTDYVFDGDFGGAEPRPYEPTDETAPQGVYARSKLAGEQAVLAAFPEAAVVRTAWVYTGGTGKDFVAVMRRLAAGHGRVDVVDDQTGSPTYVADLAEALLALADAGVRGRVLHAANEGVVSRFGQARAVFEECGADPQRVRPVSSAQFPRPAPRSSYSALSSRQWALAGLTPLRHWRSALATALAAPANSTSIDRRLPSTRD
Target sequence (P9WH11 whole entry, looked up): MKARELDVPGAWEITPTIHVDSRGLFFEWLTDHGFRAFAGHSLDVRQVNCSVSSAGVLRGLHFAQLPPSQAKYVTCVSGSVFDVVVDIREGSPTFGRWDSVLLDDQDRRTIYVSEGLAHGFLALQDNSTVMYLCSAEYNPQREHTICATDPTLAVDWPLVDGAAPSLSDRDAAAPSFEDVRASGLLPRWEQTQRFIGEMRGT
The depositor's hits bear a star; nt = no result given. Only part of the results is shown; count on the stated rates, not on these rows.

SMILES | M. tuberculosis GlmU | Mtb RmlCD inh
COc1ccc(CN(C)C(C)C(=O)Nc2ccc([N+](=O)[O-])cc2Cl)cc1OC (centres undefined) | -1.2% | -9
N=c1sccn1CC(=O)Nc1cc(S(=O)(=O)N2CCCCC2)ccc1Cl | 0.2% | 0
COc1ccc(S(=O)(=O)N2CCCC2C(=O)Nn2cnnc2)cc1 (centres undefined) | -3.3% | 8
C=CCn1c(SCC(=O)Nc2cc(C)on2)nc2sc(C)c(C)c2c1=O | nt | -6
COc1ccc(C)c(-n2c(N)cc(=O)n(Cc3ccccc3)c2=O)c1 | -6.3% | nt
COc1cc(C(=O)Nc2nc(OC)c(-c3ccccc3)c(OC)n2)cc(OC)c1OC | -3.0% | 24
CSc1nnc(NC(=O)CCc2ccccc2)s1 | 1.0% | 0
CCOC(=O)CSc1ccc2nnc(CCNS(=O)(=O)c3ccccc3)n2n1 | -2.7% | nt
COc1ccc(OCC(O)Cn2c(Nc3ccccc3)nc3c2c(=O)n(C)c(=O)n3C)cc1 (centres undefined) | 0.3% | nt
COC(=O)c1sc(S(=O)(=O)N2CCC(C(N)=O)CC2)c(C(=O)OC)c1C | 0.9% | 12
COc1cc2c(cc1NC(=O)c1ccccc1F)CCCC2 | 2.5% | -2
Cc1cc2c(c(Sc3ccccc3)n1)C(=O)OC2 | -1.1% | 4

Laid out differently: results already given.
Compound	M. tuberculosis GlmU	Mtb RmlCD inh
CSc1nnc(NC(=O)CCc2ccccc2)s1	1.0%	0
CCOC(=O)CSc1ccc2nnc(CCNS(=O)(=O)c3ccccc3)n2n1	-2.7%	nt

(cont.)
SMILES | M. tuberculosis GlmU | Mtb RmlCD inh
CCCNC(=O)COC(=O)/C=C/c1ccc2c(c1)OCO2 | -5.6% | 5
CN(C)CCNC(=S)Nc1ccc(-c2nc3ccccc3[nH]2)cc1 | -5.3% | 4
NS(=O)(=O)c1ccc(N2C(=O)C3CC=CCC3C2=O)cc1 (centres undefined) | 4.7% | -4
CC(C)c1nnc(NC(=O)c2ccc3c(c2)OCO3)s1 | 1.3% | 6
O=C(O)CCC(=O)NC(c1ccccc1)c1ccccc1 | 0.9% | 5
C#CCSc1nc(-c2ccccc2)cc(C(F)(F)F)c1C#N | -0.8% | -10
CCCc1nc2ccccc2c(=O)n1/N=C/c1ccc(O)c(O)c1 | 4.2% | 9
O=C(CCc1ccc(S(=O)(=O)N2CCOCC2)cc1)NCCCN1CCCC1=O | 8.3% | nt
CCOc1ccc(NC(=O)C2CCC(N3C(=O)C4CC=CCC4C3=O)CC2)cc1 (centres undefined) | 1.2% | -4
O=C(NCC1CC1)C1(C(F)(F)F)CC(CCCO)CCCO1 (centres undefined) | -6.5% | nt
O=S1(=O)[C@H]2CC3O[C@]2(C[C@@H]3c2ccc(F)cc2)CN1Cc1ccc(Cl)cc1 | -1.9% | nt
Cc1ccccc1N=Cc1cc2c(cc1O)OC(N)=C(C#N)C2c1ccccc1 (centres undefined) | 2.0% | -10
COc1ccc(NC(=O)C(F)(OC)C(F)(F)F)c(OC)c1 (centres undefined) | 3.6% | 36
C=CCCCN(Cc1ccccc1)S(=O)(=O)c1ccccc1Br | 2.1% | 9
CN1C=CC=C/C1=C1/SC(=S)N(Cc2ccccc2)C1=O | 1.7% | 2
CCNC(=O)NC(=O)COC(=O)CCCSc1nc2ccccc2s1 | 3.1% | 0
CCn1c(=S)[nH]c2cc(C(=O)O)ccc21 | 4.8% | 1
Cc1cc(NC(=O)CSc2nc(C3CC3)nc3sc(C)c(C)c23)no1 | 1.2% | nt
CC(C)CC(NC(=O)C1CCCCC1)C(=O)N1CCN(c2ccccn2)CC1 (centres undefined) | 0.1% | -6
CCOc1ccc(OCCN2CCCCC2)cc1 | 3.0% | -1
COCCN(CC(=O)Nc1cccc(C)c1)S(=O)(=O)c1ccc(S(=O)(=O)N2CCCC2)cc1 | -1.1% | nt
N#Cc1c(NC(=O)c2ccc(Cn3cc(Br)cn3)o2)sc2c1CCCCCC2 | 6.2% | nt
CCOC(=O)C1=C(C)N(CCC(=O)O)C(=O)NC1c1ccccc1Cl (centres undefined) | -2.2% | nt
CC(=O)Nc1nc(SCc2cccc3ccccc23)n[nH]1 | 4.3% | -8
Nc1nnc(CCOc2ccc(Cl)cc2)s1 | -4.3% | nt
N/C(=N\NC(=O)c1cccs1)c1cc2cc(Cl)ccc2oc1=O | -2.8% | -10
COCCNC(=O)/C(C#N)=C/c1ccc(OCC(=O)NC2CCCCC2)cc1 | 0.7% | 5
COc1cc(/C=c2\s/c(=C\C(=O)C(C)(C)C)[nH]c2=O)cc(OC)c1OC | -1.2% | nt
COc1ccc(C(=O)Nc2nnc(-c3ccco3)s2)cc1 | -6.9% | 14
CCOC(=O)c1c(N)sc(C(O)(C(F)(F)F)C(F)(F)F)c1-c1ccc(Cl)cc1 | -2.0% | -7
Cc1noc(C)c1S(=O)(=O)N(C)CC(=O)NCc1ccccc1 | -3.5% | -7
CCN(Cc1nc2ccccc2c(=O)[nH]1)Cc1cc(=O)oc2cc(C)c(C)cc12 | 3.1% | nt
COc1ccc(CN2CCN(CCc3ccccc3)C(CCO)C2)cc1Cn1cncn1 (centres undefined) | -7.3% | -5
O=C(Oc1ccc(-c2ccccc2)cc1)N1CCCCC1 | 3.7% | nt
Cc1nc(SCc2ccc(C(=O)O)cc2)c2c(C)c(C)sc2n1 | 6.2% | -11
Cc1ccc(C)c(N2CCN(S(=O)(=O)c3ccc4c(c3)CCN4C(=O)CCC(=O)O)CC2)c1 | 4.8% | 6
Cc1nonc1OCCn1c([N+](=O)[O-])cnc1C | 2.4% | 8
Cc1ccc2nc(SCC(=O)Nc3ccc(C)c([N+](=O)[O-])c3)[nH]c2c1 | 0.3% | 6
O=C1N/C(=N\N=C\c2ccccn2)SC1Cc1cccc(SC(F)F)c1 (centres undefined) | -1.5% | 3
CC(=O)c1ccc(NC(=O)C2CCCN(C(=O)c3ccc(Cl)cc3)C2)cc1 (centres undefined) | 1.6% | -13
COc1ccccc1NC(=O)Cn1c2ccccc2c2nc3n(c(=O)c21)CCS3 | -6.2% | -10
O=C(CSc1n[nH]c(-c2ccco2)n1)N1c2ccccc2Sc2ccccc21 | 2.9% | nt
COc1ccccc1N1CCN(Cc2ccc(OC)c3ccccc23)CC1 | -1.9% | 2
O=S(=O)(c1ccc(Cl)cc1)c1ccccn1 | -2.0% | nt
COc1ccc(Br)cc1CNC(=O)CCNC(=O)Cn1ccc2ccccc2c1=O | -2.4% | -7
COC(=O)c1ccccc1NC(=O)C1CC=CCC1C(=O)O (centres undefined) | 3.4% | -10
O=C(CCc1nnc(-c2ccccc2)o1)NC1CCCCC1 | -5.3% | -5
Nc1ccccc1C(=O)NC1CCCCNC1=O (centres undefined) | -0.1% | -5

Structures listed so far with a nitro group on carbon, in the order listed:
SMILES | M. tuberculosis GlmU | Mtb RmlCD inh
COc1ccc(CN(C)C(C)C(=O)Nc2ccc([N+](=O)[O-])cc2Cl)cc1OC (centres undefined) | -1.2% | -9
Cc1nonc1OCCn1c([N+](=O)[O-])cnc1C | 2.4% | 8
Cc1ccc2nc(SCC(=O)Nc3ccc(C)c([N+](=O)[O-])c3)[nH]c2c1 | 0.3% | 6

(next part)
SMILES | M. tuberculosis GlmU | Mtb RmlCD inh
Nc1c(C(=O)c2ccc(Cl)cc2)sc2nc3c(cc12)CCC3 | 2.9% | nt
O=C(O)CCCCCNS(=O)(=O)c1ccc2c(c1)OCCO2 | -0.1% | -16
O=C1CC(c2ccco2)Cc2nc(N3CCc4ccccc4C3)ncc21 (centres undefined) | 1.7% | nt
CC(OC(=O)Cc1coc2ccc3ccccc3c12)C(=O)NC(N)=O (centres undefined) | 2.2% | nt
Cc1nn(Cc2ccccc2)c(C)c1NC(=O)c1cc(-c2ccco2)on1 | 2.7% | -3
COc1ccc(C2NC(=O)Cc3cc(OC)c(OC)cc32)cc1OC (centres undefined) | 1.6% | nt
CS(=O)(=O)Nc1ccccc1C(=O)Nc1cc(Cl)cc(Cl)c1 | 2.1% | 0
CCN(CC)c1ccc(NC(=O)C2CC3CCC2C3)cc1 (centres undefined) | -2.4% | -3
COc1ccc2c(c1)C(=O)C(=O)N2 | 0.6% | 3
Cc1cc(C)c(C)c(S(=O)(=O)N2CCC(C(=O)OCC(=O)N3c4ccccc4NC(=O)C3(C)C)CC2)c1C | 6.2% | nt
CCN(CC)c1ccc(NC(=O)COc2ccccc2C#N)cc1S(=O)(=O)Nc1ccc(OC)cc1 | 4.8% | 10
CC(C)CCNC(=O)NC(=O)Cn1cc(C(F)(F)F)ccc1=O | -0.6% | nt

Structural class: those above with a furan ring, fused or not
SMILES | M. tuberculosis GlmU | Mtb RmlCD inh
N#Cc1c(NC(=O)c2ccc(Cn3cc(Br)cn3)o2)sc2c1CCCCCC2 | 6.2% | nt
COc1ccc(C(=O)Nc2nnc(-c3ccco3)s2)cc1 | -6.9% | 14
O=C(CSc1n[nH]c(-c2ccco2)n1)N1c2ccccc2Sc2ccccc21 | 2.9% | nt
O=C1CC(c2ccco2)Cc2nc(N3CCc4ccccc4C3)ncc21 (centres undefined) | 1.7% | nt
CC(OC(=O)Cc1coc2ccc3ccccc3c12)C(=O)NC(N)=O (centres undefined) | 2.2% | nt
Cc1nn(Cc2ccccc2)c(C)c1NC(=O)c1cc(-c2ccco2)on1 | 2.7% | -3

(continued)
SMILES | M. tuberculosis GlmU | Mtb RmlCD inh
Cc1ccc(CSc2nnc(Cn3c(=O)sc4ccccc43)n2C)cc1 | -0.6% | -13
CCn1c2c(c3cc(C(=O)O)ccc31)CCCC2=O | 1.5% | 27
Cn1c(CSCC(=O)Nc2ccccc2)nnc1SCc1ccccc1 | -2.8% | nt
CCOC(=O)c1c(C)nc2sc3c(c2c1-c1ccc(OC)cc1)NC(c1ccc(OC)cc1)NC3=O (centres undefined) | -5.1% | 13
CN(C(=O)c1cccnc1)c1nc(-c2ccccc2)cs1 | 6.1% | 4
CCOc1ccc(N(CC(=O)NC2CCCC2)C(=O)CSc2nnc(COc3ccccc3)o2)cc1 | -3.3% | -3
CC(C)CNC(=S)Nc1ccc(S(N)(=O)=O)cc1 | 4.7% | -7
CN(c1ccccc1)S(=O)(=O)c1ccc(Cl)c(C(=O)Nc2nc3ccccc3[nH]2)c1 | 2.5% | -10
COc1cccc(CN2CCN(Cc3ccc(OC)c(OC)c3)CC2CCO)c1 (centres undefined) | -0.6% | nt
COc1cc(C)c(C(C)C)cc1S(=O)(=O)n1cnc(C)c1 | -6.7% | -8
Cc1[nH]n(-c2ccccc2)c(=O)c1/C=N/n1c(C)nc2ccccc2c1=O | 2.3% | -1
Cn1c(Cn2c(=O)sc3ccccc32)nnc1SCC(=O)N1CCCCCC1 | -5.1% | 13
O=C(N/N=C/c1ccc(Br)s1)c1ccncc1 | 5.8% | 9
Cc1onc(-c2ccccc2Cl)c1C(=O)c1ccccc1 | 0.6% | 8
C=CCNC(=S)Nc1ccc(Cl)c(S(=O)(=O)N2CCOCC2)c1 | 5.3% | -9
CC(C)NS(=O)(=O)c1ccc(OCC(=O)N(C)Cc2ccccc2)cc1 | 2.8% | 12
C=C(CC1([C@@H](NP(=O)(c2ccccc2)c2ccccc2)[C@H]2C[C@@H]2CCCC)CC1)c1ccccc1 | -21% | nt
O=C(CSCc1ccc([N+](=O)[O-])cc1)N/N=C/c1ccncc1 | -1.9% | -7
CC[N+](CC)(CC#Cc1ccccc1)CC#Cc1ccccc1 | -1.4% | 51
CN(Cc1ccccc1)C(=O)CSc1nc2c(c(C(F)(F)F)n1)CCc1ccccc1-2 | 2.0% | nt
CCOc1cc(CNC)ccc1OCC(=O)NC(C)(C)C | -3.9% | 13
Cc1csc(SCc2ccccc2C(=O)O)n1 | -3.6% | nt
CC(C)Cc1cc(C(=O)Nc2ccc(F)cc2F)no1 | 3.3% | -4
O=C(CSc1nc(O)c(Cc2ccccc2)c(=O)[nH]1)c1ccccc1 | -3.7% | nt

Looked up above:
For M. tuberculosis GlmU, C=C(CC1([C@@H](NP(=O)(c2ccccc2)c2ccccc2)[C@H]2C[C@@H]2CCCC)CC1)c1ccccc1 shows -21%
For M. tuberculosis GlmU, CC[N+](CC)(CC#Cc1ccccc1)CC#Cc1ccccc1 shows -1.4%
For M. tuberculosis GlmU, CC(C)Cc1cc(C(=O)Nc2ccc(F)cc2F)no1 shows 3.3%

(cont.)
SMILES | M. tuberculosis GlmU | Mtb RmlCD inh
O=C(CSc1nc(-c2ccccc2Cl)ns1)c1ccc(Cl)cc1 | 2.6% | 9
Clc1ccc(C2=NNC(=NCC3CCCO3)SC2)cc1 (centres undefined) | 1.1% | 8
CCCCOC(=O)CCc1nc2ccccc2[nH]c1=O | 2.4% | -6
Cc1ccc(/C=N/NC(=O)CCn2nc(C)cc2C)c(C)c1 | -2.1% | nt
Cc1ccccc1OCc1nnc(SCCN2CCCC2)n1-c1ccccc1 | 8.0% | -3
CC1CC(=S)Nc2ccccc2N1C(=O)Nc1ccccc1 (centres undefined) | 2.0% | -10
C/[N+]([O-])=C\CC(=O)c1ccc(-c2ccccc2)cc1 | -9.9% | 12
CCN(CC)c1ccc(/C=C2\C(=O)NC(=O)N(Cc3ccco3)C2=O)cc1 | 4.3% | -8
CCN1CCN(CC(=O)NC2CCCC2)C(=O)C1=O | -5.0% | nt
Cc1cc(Cl)nc2c(C(C)C)cccc12 | 3.7% | 0
COCCN(CCOC)S(=O)(=O)c1ccc(C(=O)Nc2ccc([N+](=O)[O-])cc2OC)cc1 | -3.6% | -4
CCOc1ccc(C2=Nn3cnnc3SC2)cc1 | 4.1% | nt
O=C(Nc1ccc(NC(=O)c2sc3ccccc3c2Cl)cc1Cl)c1ccco1 | nt | -9
CCC(=O)c1ccc(OCc2ccc(C(=O)OC)o2)c(OC)c1 | -1.0% | nt
CCn1c(SCC(=O)N(C)C2CCS(=O)(=O)C2)nnc1-c1cccs1 (centres undefined) | -0.3% | 4
C=CCc1ccc(OCC(O)COCC)c(OC)c1 (centres undefined) | -1.0% | -3
CSc1ccccc1C(=O)Nc1ncc(C)s1 | -0.8% | nt
Cn1nccc1C(=O)NC(=S)Nc1sc2c(c1C#N)CCCCC2 | -0.2% | -13

Bioassay records deposited in PubChem BioAssay by several laboratories.
